# Bioassay records from PubChem.
# tim10-1 inh: inhibits growth of tim10-1 mutant yeast. S. cerevisiae tim10-1 ts strain growth, BacTiter-Glo, 24 h. inhibition, % at 20 µM. hit rate 2.2% among 330,000. AID 463190;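 active = inhibition of at least 40%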;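 also: mutant grown at 25 °C; 0% = DMSO wells with yeast and 100% = wells holding no yeast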
# CHOP UPR activ: activators of apoptotic arm of unfolded protein response (CHOP). activation, % at 10 µM. CHO-CHOP luciferase reporter, UPR activation, luminescence; percent of tunicamycin response over DMSO baseline. hit rate 0.34% among 330,000. AID 449763;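 active = at 10 µM dose, activation of 40% or more, normalized to positive control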;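 also: 100% = tunicamycin at 10 µg/mL and 0% = DMSO alone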
#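 measured by = luciferase luminescence | assay system = CHO-CHOP cells, stable luciferase reporter of PERK-eIF2a-CHOP signalling | amount = 500 reporter cells seeded per well | timing = 6 h compound exposure at 37 °C after overnight seeding | controls = positive tunicamycin 10 µg/mL, negative DMSO alone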
# Jurkat NFkB inh: inhibitors of the PMA/ionomycin-induced NF-kB reporter in Jurkat cells | PMA/ionomycin-induced NF-kB luciferase reporter, luminescence | inhibition, % at 4 µM | hit rate 0.53% among 330,000 | AID 435003; in the data active = inhibition above about 50%
# Mdm2 MdmX PPI: inhibitors of human Mdm2/MdmX interaction; O15151+Q00987; SaOS-2 split-luciferase Mdm2/MdmX complementation, luminescence; inhibition, % at 8 µM; hit rate 3% among 330,000; AID 485346;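 active = inhibition of at least 50% at 8 µM in the primary screen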
# Target sequence (O15151 whole entry, looked up): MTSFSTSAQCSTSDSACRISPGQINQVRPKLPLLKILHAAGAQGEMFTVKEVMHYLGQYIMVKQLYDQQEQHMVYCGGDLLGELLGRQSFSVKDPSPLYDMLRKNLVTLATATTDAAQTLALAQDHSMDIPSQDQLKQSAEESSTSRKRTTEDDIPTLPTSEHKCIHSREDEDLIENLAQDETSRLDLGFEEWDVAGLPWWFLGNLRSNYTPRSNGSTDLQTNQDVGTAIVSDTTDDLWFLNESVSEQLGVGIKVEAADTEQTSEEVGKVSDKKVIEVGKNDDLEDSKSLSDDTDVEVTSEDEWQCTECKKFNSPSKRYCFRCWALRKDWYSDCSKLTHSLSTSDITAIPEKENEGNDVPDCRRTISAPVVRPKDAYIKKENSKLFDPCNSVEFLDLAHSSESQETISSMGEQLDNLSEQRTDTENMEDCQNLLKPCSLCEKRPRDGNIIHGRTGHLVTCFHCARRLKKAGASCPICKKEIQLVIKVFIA
# Target sequence (Q00987 whole entry, looked up): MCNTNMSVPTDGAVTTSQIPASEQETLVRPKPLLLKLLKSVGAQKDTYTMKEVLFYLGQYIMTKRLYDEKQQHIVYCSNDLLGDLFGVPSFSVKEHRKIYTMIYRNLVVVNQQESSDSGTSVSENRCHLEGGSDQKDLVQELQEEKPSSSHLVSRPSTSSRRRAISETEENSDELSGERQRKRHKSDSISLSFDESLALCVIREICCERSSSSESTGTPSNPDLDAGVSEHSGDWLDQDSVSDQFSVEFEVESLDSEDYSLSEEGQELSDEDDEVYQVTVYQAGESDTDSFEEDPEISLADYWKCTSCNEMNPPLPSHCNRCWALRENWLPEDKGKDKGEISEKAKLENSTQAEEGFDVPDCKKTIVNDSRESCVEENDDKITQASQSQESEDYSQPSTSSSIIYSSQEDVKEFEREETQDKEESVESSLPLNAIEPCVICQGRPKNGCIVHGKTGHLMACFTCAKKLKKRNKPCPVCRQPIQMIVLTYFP
# tim23-1 inh: growth inhibitors of tim23-1 mutant yeast; AID 463212; hit rate 1.3% among 330,000; inhibition, % at 20 µM; S. cerevisiae tim23-1 growth, BacTiter-Glo luminescence, 24 h;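 active = growth inhibition of the mutant yeast at or above 50%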;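 also: temperature-sensitive mutant grown at 25 °C; plate controls were DMSO-treated mutant yeast for no effect and medium wells lacking yeast for full effect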
# TIM10 inh: TIM10 yeast growth inhibition; S. cerevisiae TIM10 strain growth, BacTiter-Glo luminescence, 24 h; inhibition, % at 10 µM; hit rate 1.4% among 330,000; AID 463195;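 active = inhibition of 40% or more at the single tested concentration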;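 also: wild-type TIM10 isogenic control strain grown at permissive 25 °C; 0% = DMSO yeast wells and 100% = minimal medium wells without yeast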
# UPR XBP1 act: adaptive UPR (XBP1) activation | CHO-XBP1 luciferase reporter, IRE1-XBP1 UPR activation, luminescence; percent of tunicamycin response, DMSO as zero | activation, % at 20 µM | hit rate 0.33% among 330,000 | AID 463104;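 active = versus positive control, 20 µM dose yields 30% or more activation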;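 also: 100% = tunicamycin at 10 µg/mL and 0% = DMSO only wells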
#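 Material: CHO cell line with stable XBP1 luciferase reporter; schedule: 16-18 h cell attachment at 37 °C, then 6 h compound exposure; signal: glow luminescence from Steady-Glo reagent; medium: serum-containing F12 medium, 10% FBS; benchmarks: tunicamycin 10 µg/mL and vehicle-only wells; read-out: percent activation relative to tunicamycin reference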
# 697 NFkB inh: lowers PMA/ionomycin-induced NF-kB signal in 697 B cells. 697 B-cell NF-kB luciferase reporter, 16 h. inhibition, % at 4 µM. hit rate 0.33% among 330,000; in the data active = inhibition above about 35%
# Starred values were filed as active, the others as inactive.
SMILES,tim10-1 inh,CHOP UPR activ,Jurkat NFkB inh,Mdm2 MdmX PPI,tim23-1 inh,TIM10 inh,UPR XBP1 act,697 NFkB inh
CCOc1ccccc1NC(=O)c1cc(S(=O)(=O)NCc2ccco2)ccc1F,23,0.7,-3,8,15,17,-1,-2
COc1ccc(-c2c(-c3cc(OC)cc(OC)c3)n(C)c3ccc(Br)cc23)cc1,10,1.6,7,1,17,4,-3,17
C/C(=N/NC(=O)CNc1ccc(Cl)cc1C)c1ccc(C)cc1,6,-1.6,21,10,-4,13,1,-1
CCOC(=O)NC(=O)CSc1nnnn1-c1ccccc1,-5,-1.0,-10,14,-8,4,-3,0
CN1CCN(C2CC(=O)N(CCc3ccccc3)C2=O)CC1 (stereo not drawn),14,-0.7,-4,-22,3,11,-3,2
CNC(=S)N(CCc1c(C)[nH]c2ccc(C)cc12)Cc1cccnc1,-13,-2.6,-7,8,-5,2,-1,2
COc1ccccc1C1=NC(c2ccccc2)CN1c1ccccc1 (stereo not drawn),10,0.5,-4,7,9,30,-2,8
Cc1cc(C)c(S(=O)(=O)N2CCC(C(=O)OCc3c(C)noc3C)CC2)c(C)c1,14,-1.7,4,3,29,9,-3,6
Cn1c(Cl)nc2c1c(=O)n(Cc1cccc(Br)c1)c(=O)n2C,40,0.4,8,-4,20,7,1,0
Cc1ccc(CNC(=S)NCc2ccncc2)cc1,-4,-1.7,-3,13,-2,-16,-5,-10
O=C(Nc1cccc(C(=O)O)c1)/C(=C\c1ccc(F)cc1)NC(=O)c1ccco1,-15,-0.4,15,10,-4,3,2,4
CC(C)(C)c1ccc(C(=O)Nc2sc3c(c2C(=O)O)CCC3)cc1,17,-0.3,-5,38,27,-7,-2,29
COc1ccc(Cl)cc1NC(=O)C(C)N1CCc2ccccc21 (stereo not drawn),11,-3.4,-10,19,19,3,-2,17
COc1ccc(CNC(=O)c2ccc(-c3ccccc3)cc2)cc1,-17,0.5,-26,-43,1,-16,4,-31
COc1ccc(C2C(C(C)=O)=C(C)N=c3s/c(=C\c4ccc5c(c4)OCO5)c(=O)n32)c(OC)c1 (stereo not drawn),16,3.6,-3,23,27,14,-1,14
COc1ccc2nc3oc(C(=O)N4CCN(c5ccccc5F)CC4)cc3cc2c1,7,1.0,0,16,-20,3,1,-12
O=C1CSC(c2ccc3c(c2)OCO3)N1c1ccc(Oc2ccccc2)cc1 (stereo not drawn),27,-0.4,-7,-6,29,3,3,-36
O=C(Nc1ccccc1N1CCN(c2ccccc2)CC1)c1ccccc1,11,0.0,-2,5,28,-13,-3,-1
O=C(NCc1ccncc1)Nc1ccc2c(c1)OCO2,9,0.6,-5,8,-6,0,-2,8
Cc1c(CN(C)C(=O)/C=C/c2ccc([N+](=O)[O-])cc2)cnn1C,8,-0.1,6,-1,12,2,-1,10
Cn1c(SCC#N)nnc1-c1cnccn1,9,4.5,22,-11,10,1,1,18
O=C(c1ccc([N+](=O)[O-])s1)N1CCN(c2cccc(Cl)c2)CC1,-62,3.2,11,-10,-34,26,-2,14
O=C(OCc1nnc(-c2ccc(Cl)cc2)o1)c1ccncc1,9,-1.0,-3,-9,23,-1,4,1
Cc1cc(NN)nc(NS(=O)(=O)c2ccccc2Cl)n1,9,1.0,1,-8,6,14,7,19
COc1cc(CC(=O)NCc2ccc3c(c2)OCO3)cc(OC)c1OC,15,0.1,10,27,8,10,0,0
CCC(C)C(=O)Nc1nc2c(s1)C(=O)CC(C)(C)C2 (stereo not drawn),19,-0.4,5,-3,29,3,-5,5
COc1cc(N)ccc1-c1cc2ccccc2oc1=O,-1,4.0,4,10,12,5,2,-4
O=C(O)CC(NC(=O)CC(c1ccccc1)c1ccccc1)c1cccc([N+](=O)[O-])c1 (stereo not drawn),17,1.0,2,-3,11,-6,-3,-5
CC(C)(C)c1nc(N)nc(=O)[nH]1,7,-0.1,14,11,10,11,0,-1
c1ccc2c(c1)OCC(c1nn3c(Cn4nnc5ccccc54)nnc3s1)O2 (stereo not drawn),38,2.3,13,2,11,0,0,10
O=C(c1cccnc1)N(Cc1ccccc1)C1(C(=O)Nc2ccccc2)CCCCC1,35,0.4,-4,6,20,5,-1,15
CCN1CCN(C(C)CCc2ccccc2)CC1 (stereo not drawn),12,2.7,0,5,17,-3,-2,4
O=c1cc(-c2cccc(Cl)c2)oc2cccc(O)c12,15,2.3,-32,27,10,9,4,-29
c1ccc(C2=NNC(c3ccco3)=Nc3ccccc32)cc1,-11,0.1,0,6,46,-1,7,21
CCn1cc(/C=C2\SC(=O)N(CC(=O)Nc3ccc4c(c3)OCO4)C2=O)c2ccccc21,-6,-5.6,14,68*,2,4,3,17
Cc1ccc(OCC(=O)OCC(=O)NC2CCCC2)cc1C,4,-0.3,-19,-31,-2,1,1,0
CC(=O)Nc1ccc(NC(=O)CSc2nnc(-c3ccc4c(c3)OCO4)o2)cc1,-16,-1.5,-46,-45,-8,4,0,-11
Cc1cc(C)n(C(=O)Cn2nc([N+](=O)[O-])c(Br)c2C)n1,25,-0.8,-4,3,5,-16,-3,-9
O=C(CN(C(=O)CCC(=O)Nc1nccs1)C1CCCC1)NCc1ccc2c(c1)OCO2,10,-1.4,-12,-6,7,-1,0,10
Nc1ccc(S(=O)(=O)NC(Cc2ccccc2)C(=O)O)cc1 (stereo not drawn),-7,0.7,13,-5,0,1,-4,14
C=CCN1C(=O)NC2(O)C(=O)c3ccccc3C12O (stereo not drawn),11,0.1,-2,9,7,3,0,-7
COc1cc(/C=N/NC(=O)c2cccc3ccccc23)cc(OC)c1O,-1,3.0,13,9,3,9,-1,18
O=C1C2CCCN2C(c2cccs2)N1c1ccc(F)cc1 (stereo not drawn),4,0.5,8,-26,-1,2,-2,11
CCc1nc(SCC(=O)NCCc2ccccc2)n[nH]1,-1,1.3,-7,-4,-1,-3,0,9
CCc1nc(Nc2ccccc2)c2nnn(Cc3ccccc3)c2n1,15,0.1,19,3,40,4,-2,9
CC(NC(=O)Cn1cc2c(n1)CCCCC2)c1ccccc1 (stereo not drawn),19,1.0,7,25,8,10,1,7
CCCCC1CCC(C(=O)N(CCCC)c2c(N)n(CCCC)c(=O)[nH]c2=O)CC1 (stereo not drawn),-8,115*,12,99*,7,1,13,-15
Cc1ccc2c(c1)C(c1ccccc1)N(C(=O)c1cc3ccccc3oc1=O)CC(=O)N2 (stereo not drawn),13,0.4,-6,11,14,12,-2,13
O=C(/C=C/c1cccs1)NCc1ccccc1,-6,2.0,-82,-34,4,-5,2,-88
CN(C)CCN(C(=O)c1ccc2c(c1)OCCO2)c1nc2cc3c(cc2s1)OCO3,7,1.0,-30,8,-1,16,2,-31
CC1(C)Oc2ccc(C(=O)N3CCc4ccccc43)cc2N(CC(=O)N2CCCC2)C1=O,13,0.1,-8,6,4,20,-3,-9
COc1ccc(S(=O)(=O)N2CCOCC2)cc1NC(=O)c1cccc(Cl)c1,6,0.7,0,27,7,6,0,10
CS(=O)(=O)Cc1cc(N2CCCC2)nc(-c2ccccc2)n1,7,0.1,5,5,11,-6,-4,7
COc1cccc(N2CCN(c3ccc(N4C(=O)CCC4=O)cc3[N+](=O)[O-])CC2)c1,5,-2.2,-10,-29,4,-8,-3,2
COc1ccc(CN2CCCC(C(=O)N3CCCCC3)C2)cc1OC (stereo not drawn),-6,4.0,5,-1,2,0,-2,12
COc1cccc(/C=C/C(=O)NCCc2ccc(OC)c(OC)c2)c1,-12,0.3,-16,-17,12,-1,3,-17
COC(=O)Cn1c(=O)sc2ccccc21,8,0.6,4,9,-12,7,-1,7
CCn1c(SC(C)C(=O)NC2CCCC2)nc2cc(S(N)(=O)=O)ccc21 (stereo not drawn),15,0.7,10,16,10,3,2,5
Cc1c(CC(=O)O)c(=O)oc2c(C)c(OCc3c(F)cccc3Cl)ccc12,11,-0.9,-5,17,12,-1,2,3
CCOC(=O)N1CCN(C(=S)NC(=O)c2ccc(Br)cc2)CC1,35,4.7,-8,26,21,3,-1,3

# Ordered by molar mass (ascending): part of the list above.
SMILES,tim10-1 inh,CHOP UPR activ,Jurkat NFkB inh,Mdm2 MdmX PPI,tim23-1 inh,TIM10 inh,UPR XBP1 act,697 NFkB inh
Cc1c(CC(=O)O)c(=O)oc2c(C)c(OCc3c(F)cccc3Cl)ccc12,11,-0.9,-5,17,12,-1,2,3
CCn1c(SC(C)C(=O)NC2CCCC2)nc2cc(S(N)(=O)=O)ccc21 (stereo not drawn),15,0.7,10,16,10,3,2,5
COc1cccc(N2CCN(c3ccc(N4C(=O)CCC4=O)cc3[N+](=O)[O-])CC2)c1,5,-2.2,-10,-29,4,-8,-3,2
CCCCC1CCC(C(=O)N(CCCC)c2c(N)n(CCCC)c(=O)[nH]c2=O)CC1 (stereo not drawn),-8,115*,12,99*,7,1,13,-15
CN(C)CCN(C(=O)c1ccc2c(c1)OCCO2)c1nc2cc3c(cc2s1)OCO3,7,1.0,-30,8,-1,16,2,-31
CC1(C)Oc2ccc(C(=O)N3CCc4ccccc43)cc2N(CC(=O)N2CCCC2)C1=O,13,0.1,-8,6,4,20,-3,-9

# (next part)
SMILES,tim10-1 inh,CHOP UPR activ,Jurkat NFkB inh,Mdm2 MdmX PPI,tim23-1 inh,TIM10 inh,UPR XBP1 act,697 NFkB inh
O=C(O)C1(P(=O)(c2ccccc2)c2ccccc2)CCCC1,0,-0.3,-3,-14,17,9,-1,16
CCCN(CCC)CCCNC(=O)c1cn(CC)c2ccc(S(=O)(=O)N(C)C3CCCCC3)cc2c1=O,2,0.3,3,39,0,6,1,-32
Cc1noc(C)c1COC(=O)Cn1c(C)nc2ccccc21,5,-1.4,4,-24,4,-9,-2,-3
N=C1C(c2ccccc2)=C(O)CN1CCCO,9,-1.0,1,-3,-3,-6,-1,2
Cc1nnc(SC(C(=O)c2ccccc2)c2ccccc2)[nH]c1=O (stereo not drawn),7,-0.9,11,0,-1,5,-3,20

# Three compounds already listed, arranged by the value under Mdm2 MdmX PPI, rising.
mol | tim10-1 inh | Jurkat NFkB inh | Mdm2 MdmX PPI | UPR XBP1 act | 697 NFkB inh
O=C(O)C1(P(=O)(c2ccccc2)c2ccccc2)CCCC1 | 0 | -3 | -14 | -1 | 16
N=C1C(c2ccccc2)=C(O)CN1CCCO | 9 | 1 | -3 | -1 | 2
Cc1nnc(SC(C(=O)c2ccccc2)c2ccccc2)[nH]c1=O (stereo not drawn) | 7 | 11 | 0 | -3 | 20
